Screening data deposited in PubChem by several laboratories.
ABHD4 inh: inhibitors of mouse ABHD4; 370,000 compounds, 0.54% hits; purified mABHD4, FP-Rh probe fluorescence polarization; AID 720543; Q8VD66; inhibition, % at 8.92 µM;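 active = inhibition exceeding the mean over every tested compound plus 3 SD, cut at about 30% in these data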;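 also: 0% = plate median of compound wells and 100% = S159A mutant with DMSO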
Target sequence (Q8VD66 whole entry, looked up): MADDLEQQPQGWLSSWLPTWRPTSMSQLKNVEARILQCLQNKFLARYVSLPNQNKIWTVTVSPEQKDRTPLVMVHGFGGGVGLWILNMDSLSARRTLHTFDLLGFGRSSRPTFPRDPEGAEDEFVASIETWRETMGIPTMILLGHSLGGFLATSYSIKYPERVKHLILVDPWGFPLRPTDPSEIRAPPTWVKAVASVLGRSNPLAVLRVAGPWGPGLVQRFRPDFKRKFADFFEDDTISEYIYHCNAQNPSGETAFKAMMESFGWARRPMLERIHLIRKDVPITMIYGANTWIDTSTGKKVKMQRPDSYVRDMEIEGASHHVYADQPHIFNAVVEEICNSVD
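system = mouse ABHD4 enzyme, wild type | medium = HEPES pH 7.0, NaCl, Pluronic buffer | also added = FP-Rh probe | incubation = Enzyme–compound pre-incubation 45 min, then probe 60 min, both 25 °C | technique = fluorescence polarization, excitation 525 nm, emission 598 nm, BODIPY TMR filters | controls = S159A mutant high control, sample median low control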
TCR-CD3 inh: blocks the human TCR-CD3 interaction; 360,000 compounds, 0.37% hits; TAMRA-labeled TCR probe fluorescence, biochemical; inhibition, % at 9.4 µM; in the data active = inhibition above about 19%;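 also: recombinant mutant TCR 2C K166C tagged with TAMRA read by polarization; 0% = receptor in buffer alone and 100% = receptor with positive control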
PRMT1 FP inh: inhibitors of human PRMT1; inhibition, % at 2.79 µM; 370,000 compounds, 1.3% hits; Q99873; AID 652257; recombinant PRMT1, activity-based probe fluorescence polarization;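 active = inhibition above about 21% made by adding two undisclosed values, limit read from the data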
Target sequence (Q99873 whole entry, looked up): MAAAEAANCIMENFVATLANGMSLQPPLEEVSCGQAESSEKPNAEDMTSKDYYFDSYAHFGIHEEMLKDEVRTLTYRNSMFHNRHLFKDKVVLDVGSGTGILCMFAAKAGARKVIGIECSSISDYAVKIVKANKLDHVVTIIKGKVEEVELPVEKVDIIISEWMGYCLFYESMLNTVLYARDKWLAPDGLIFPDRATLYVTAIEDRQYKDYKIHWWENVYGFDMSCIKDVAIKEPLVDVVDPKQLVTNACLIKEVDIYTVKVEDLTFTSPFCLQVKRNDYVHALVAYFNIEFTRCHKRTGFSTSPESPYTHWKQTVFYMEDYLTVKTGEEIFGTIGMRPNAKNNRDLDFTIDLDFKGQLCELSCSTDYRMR
SIAE primary: inhibitors of human sialic acid acetylesterase SIAE | inhibition, % at 9.66 µM | SIAE FP-Rh probe binding, fluorescence polarization | 370,000 compounds, 0.69% hits | AID 1053197;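 active = inhibition above a cutoff: mean of compounds within the control limits plus 3 SD of those, cut at about 17% in these data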;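 also: 0% = plate median of compound wells and 100% = probe without SIAE protein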
GC-B act: GC-B (human) receptor activation | HEK293-GC-B cells, CNP EC30, cGMP TR-FRET; 0% at EC30 CNP, 100% saturating CNP | P20594 | 370,000 compounds, 0.11% hits | activation, % at 10 µM;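 active = activation at 10 µM reaching about 35% in either raw or pattern-adjusted values, limit read from the data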
TDP2 inh: blocks human TDP2 phosphodiesterase activity; 370,000 compounds, 0.34% hits; recombinant TDP2, T5PNP hydrolysis, p-nitrophenol absorbance 415 nm; O95551; inhibition, % at 12.8 µM; AID 720702;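 active = inhibition above the mean of all tested compounds plus 3 SD, set per campaign, cut at about 25% in these data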;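 also: 0% = DMSO with enzyme and 100% = buffer with substrate but no TDP2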
Target sequence (O95551 whole entry, looked up): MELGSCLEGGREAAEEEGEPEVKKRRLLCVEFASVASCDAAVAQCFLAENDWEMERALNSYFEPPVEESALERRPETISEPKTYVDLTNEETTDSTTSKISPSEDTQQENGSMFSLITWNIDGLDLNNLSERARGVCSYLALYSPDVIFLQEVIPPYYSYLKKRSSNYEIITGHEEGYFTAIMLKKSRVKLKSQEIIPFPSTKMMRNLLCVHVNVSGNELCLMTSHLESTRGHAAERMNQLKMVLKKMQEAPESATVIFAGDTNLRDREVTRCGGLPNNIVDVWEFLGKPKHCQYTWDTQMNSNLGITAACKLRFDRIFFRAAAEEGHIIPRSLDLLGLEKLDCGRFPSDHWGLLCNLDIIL
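Read-out basis: percent inhibition. System: recombinant human TDP2. Buffer or medium: Mg2+-containing Tris-HCl buffer, pH 7.5. Repeats: single replicate. Timing: reaction 2 h, 37 °C. Benchmarks: high control without enzyme, low control DMSO plus TDP2. Probe or stimulus: 5 mM T5PNP. Doses: 12.8 µM only. Measured by: epi absorbance of p-nitrophenol freed from T5PNP by hydrolysis.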
LEDGF integ inh: blocks HIV-1 LEDGF/p75-dependent DNA integration; TR-FRET IN-LEDGF/p75 DNA integration, Eu/Cy5; inhibition, % at 3.7 µM; 370,000 compounds, 0.64% hits; AID 743269;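 active = inhibition above the screen-wide mean plus 3 SD, cut at about 13% in these data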;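 also: signal is the Cy5 over europium emission ratio at 671 and 618 nm; 0% = plate median of compound wells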
MBD2 inh: MBD2-methylated oligo binding inhibition. Q9UBB5. TR-FRET, MBD2 binding to methylated oligonucleotide. inhibition, % at 4.4 µM. 370,000 compounds, 0.31% hits. AID 686964; in the data active = inhibition above about 13%
rCAG binder: r(CAG) repeat RNA binding; TO-PRO-1 dye displacement fluorescence; inhibition, % at 3 µM; 370,000 compounds, 1.3% hits;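 active = inhibition above the plate cutoff, the mean of all test compounds on that plate plus 3 SD, cut at about 35% in these data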;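 also: 0% = DMSO alone and 100% = 100 µM mitoxantrone as full dye displacement; higher means more dye released from RNA so lower well fluorescence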
HTRA1 inhibitor: inhibitors of human serine peptidase HTRA1; recombinant HTRA1, FP-rhodamine activity-based probe, fluorescence polarization; inhibition, % at 5.96 µM; 340,000 compounds, 0.5% hits; AID 504803; in the data active = inhibition above about 36%;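 also: 0% = enzyme with DMSO and 100% = wells lacking enzyme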
* hit, by the source's call; . = not tested or not shown.

SMILES | ABHD4 inh | TCR-CD3 inh | PRMT1 FP inh | SIAE primary | GC-B act | TDP2 inh | LEDGF integ inh | MBD2 inh | rCAG binder | HTRA1 inhibitor
CSc1ccc(CN2CCCC(CO)(Cc3ccccc3)C2)cc1 (centres undefined) | 0 | 6 | 0 | 6 | -5 | -1 | -5 | -3 | -8 | -8
Clc1ncc(Cn2cccn2)s1 | -1 | -4 | 2 | 0 | 2 | -1 | -2 | 2 | -2 | 0
CC(=O)Nc1cc(C(=O)N2CCc3ccccc3C2)ccc1Sc1ccc(Cl)cc1 | -3 | 8 | -1 | 6 | -1 | -8 | 2 | -2 | 1 | -36
COC(=O)Cn1cnc2c(nnn2-c2ccc(C)cc2)c1=O | 5 | -6 | 6 | 0 | -4 | 9 | -3 | -1 | 2 | -5
Cc1ccccc1-c1nnc(SCC(=O)N2CCCC2)o1 | -4 | 1 | 1 | -4 | -3 | 7 | 1 | -1 | 1 | -2
C/C(=N\Nc1nc(C)cc(C)n1)c1ccc(C)o1 | -6 | 3 | -3 | 0 | 6 | 20 | -1 | -8 | -2 | .
O=C(Nc1cc(S(=O)(=O)N2CCOCC2)ccc1N1CCCC1)c1ccccc1F | 3 | 5 | -2 | 4 | 8 | -4 | -1 | 0 | 3 | 5
COc1cc(C(C(=O)NC(C)(C)C)N(Cc2ccc3c(c2)OCO3)C(=O)c2cnccn2)cc(OC)c1OC (centres undefined) | 9 | -5 | -1 | 9 | -9 | -2 | -4 | -4 | -6 | 8
Cc1ccc(C(C)C)c(OC(=O)/C=C/c2ccccc2)c1 | -6 | 1 | 1 | -4 | -6 | -11 | -1 | 2 | -5 | -1
O=C(CN1CC(c2ccccc2)CC1=O)Nc1ccc2c(c1)OCO2 (centres undefined) | -5 | -15 | 5 | 3 | -3 | -10 | 3 | -1 | 4 | -1

Profiles, quoted from the list. Screens in order: ABHD4 inh	TCR-CD3 inh	PRMT1 FP inh	SIAE primary	GC-B act	TDP2 inh	LEDGF integ inh	MBD2 inh	rCAG binder	HTRA1 inhibitor
Entry for CC(=O)Nc1cc(C(=O)N2CCc3ccccc3C2)ccc1Sc1ccc(Cl)cc1 → -3	8	-1	6	-1	-8	2	-2	1	-36
Entry for O=C(CN1CC(c2ccccc2)CC1=O)Nc1ccc2c(c1)OCO2 (centres undefined) → -5	-15	5	3	-3	-10	3	-1	4	-1
Entry for Cc1ccc(C(C)C)c(OC(=O)/C=C/c2ccccc2)c1 → -6	1	1	-4	-6	-11	-1	2	-5	-1

(continued)
SMILES | ABHD4 inh | TCR-CD3 inh | PRMT1 FP inh | SIAE primary | GC-B act | TDP2 inh | LEDGF integ inh | MBD2 inh | rCAG binder | HTRA1 inhibitor
Cc1cc(NC(=O)CCN2CC(C)OC(C)C2)ccc1Br (centres undefined) | 4 | -2 | 2 | 5 | 1 | 3 | -4 | 3 | -6 | -1
COc1ccc(C)cc1N1CC(C(=O)Nc2cccc(C(=O)NC3CC3)c2)CC1=O (centres undefined) | -10 | -1 | 4 | 11 | -2 | 3 | 3 | 5 | 1 | -3
CCCNC(=O)C(Cc1ccccc1C)NC(=O)c1ccc(C#N)cc1 (centres undefined) | 3 | 2 | 1 | 1 | 2 | -2 | 1 | -2 | -1 | 4
COc1cc2c3nc4n(c(=O)c3n(CC(=O)NCC3CCCO3)c2cc1OC)CCS4 (centres undefined) | -7 | -9 | -3 | -1 | -4 | 0 | -1 | 3 | 2 | 9
N#C/C(=N\Nc1ccccc1)C(=N)N1CCOCC1 | -5 | -5 | 4 | -3 | 2 | 1 | -1 | 5 | -1 | -1
C=CC[C@H](CC(=O)NCCO)C(=O)N[C@H](COC(=O)[C@@H](CC=C)CC(=O)OC(C)(C)C)Cc1ccccc1 | 4 | 3 | -2 | 15 | -5 | 0 | -1 | 2 | -12 | 0
CCN(CC(=O)NCc1cccs1)C(=O)/C=C/c1cc(OC)ccc1OC | 1 | 0 | -1 | 0 | 10 | 1 | 1 | -1 | -1 | -4
CCn1c2ccc(F)cc2c2nnc(SCCN3CCCCC3)nc21 | -7 | 1 | -1 | 4 | 8 | -7 | 5 | -4 | 3 | -2
CCCOc1ccc(F)cc1-c1cc(C(=O)NCCOC)[nH]n1 | 1 | 0 | -3 | -2 | 3 | -2 | -1 | 0 | 0 | .
O=C(c1cccc2c1-c1ccccc1C2)N1CCCCC1 | 3 | -6 | 1 | -1 | 4 | 1 | -3 | 2 | -4 | -3
CCn1c(SCC(=O)c2c[nH]c3ccccc23)nc2cc(S(=O)(=O)N3CCOCC3)ccc21 | 5 | 1 | 0 | -7 | -5 | 0 | -1 | 6 | 8 | -15
Cc1cc(/C=C2/NC(=O)N(Cc3ccccc3F)C2=O)c(C)n1-c1ccccn1 | 3 | 6 | 1 | -3 | 0 | -9 | -1 | -1 | 4 | -2
CCOc1ccccc1NC(=O)c1nnn(CC(=O)Nc2ccc3c(c2)OCO3)c1N | -5 | 2 | 1 | -7 | -2 | 14 | -6 | 2 | 19 | -8
CN(C)c1cccc(C(=O)OCc2cc(=O)oc3cc(O)ccc23)c1 | 15 | 0 | 2 | 3 | -5 | 4 | 5 | 8 | 27 | -11
CN(CC(=O)Nc1ncn[nH]1)S(=O)(=O)c1cc(Cl)ccc1Cl | -2 | -8 | -4 | -4 | 3 | -7 | -3 | 0 | -1 | 0
Cc1ccc(NC(=O)CCSc2nnc(-c3ccco3)o2)cc1 | 3 | 4 | -2 | -3 | -7 | -8 | -5 | 4 | -2 | 0
C/C(=N/OCO/N=C(/C)c1ccc(F)cc1)c1ccc(F)cc1 | 7 | 0 | 0 | 8 | 6 | -7 | 0 | 3 | 2 | 3
S=C1c2ccccc2CN1c1ccccc1 | -2 | -1 | -3 | -10 | 3 | -5 | -1 | 2 | 0 | -3
Clc1ccc(CNCCCSc2ncccn2)cc1Cl | 5 | -3 | 1 | -2 | -8 | -10 | 4 | -3 | 5 | -6
COc1ccc2cc(C(c3nnnn3Cc3ccccc3)N3CCCCCC3)c(=O)[nH]c2c1 (centres undefined) | 7 | 1 | 3 | 3 | 1 | 4 | 2 | 5 | 5 | -8
Cc1cc2c(cc1S(=O)(=O)NCc1ccc(N(C)C)cc1)OCC(=O)N2 | 12 | -6 | 6 | 13 | 3 | 1 | -2 | 3 | 5 | -3
Cc1oc(-c2ccccc2F)nc1CS(=O)CC(=O)NCc1ccccc1 (centres undefined) | -3 | 5 | 2 | 8 | -1 | 16 | 1 | 1 | 4 | -5
CCn1nc(C)cc1C(=O)Sc1cccc(Cl)c1 | -2 | -5 | 8 | -3 | 4 | -5 | -3 | 1 | 42* | 2
CC(C)n1nc(Cc2cccc3ccccc23)c(C#N)c1N | -17 | -11 | 3 | -7 | -5 | -13 | 2 | 3 | 4 | -11
c1ccc(-c2cnnc3ccccc23)cc1 | 3 | -2 | -1 | -4 | 0 | 2 | 1 | -6 | -2 | -4
C=CCN(CC=C)Cc1cc(=O)oc2ccccc12 | -1 | 0 | -1 | 5 | -5 | -10 | 6 | 0 | 1 | .
Cc1nnc(SCC(=O)N2CCN(c3ccccc3)CC2)n1-c1ccccc1 | 0 | 9 | 0 | 0 | 2 | 0 | 0 | -7 | -4 | 0
C#CCOCCOCCOCCNc1nc(N2CCN(C(=O)[C@H](CCCCN)n3cc(CN)nn3)CC2)nc(N2CCN(C(=O)[C@H](CCC(=O)O)n3cc([C@@H](N)CCSC)nn3)CC2)n1 | 4 | 5 | 2 | 0 | -1 | 8 | -2 | 5 | 4 | 0
COc1ccc(NC(=O)C2C3CCC(O3)C2C(=O)O)c(C)c1 (centres undefined) | 3 | 10 | 0 | 12 | 6 | 8 | 4 | 3 | -5 | 12
O=C(O)C1CCCCC1C(=O)Nc1ccc(S(=O)(=O)N2CCOCC2)cc1 (centres undefined) | -3 | -1 | 2 | 9 | -3 | 9 | 0 | 1 | 9 | 5
CC(C)(C)OC(=O)N1CCC(C(=O)N[C@@H](Cc2c[nH]c3ccccc23)C(=O)O)CC1 | -12 | -4 | 7 | -4 | 0 | -18 | -1 | 5 | 5 | -2
COc1c2ccc(OCC/C(C)=C/C(=O)C=C(C)C)cc2nc2occc12 | -17 | -11 | 5 | -10 | -3 | -13 | 5 | -2 | 18 | -16
Cc1ccc(S(=O)(=O)N2C[C@H]3C(=O)C[C@@H](c4ccccc4)N(S(=O)(=O)c4ccc(C)cc4)[C@H]3C[C@H]2c2cccc(C)c2)cc1 | -2 | 4 | -1 | -18 | 1 | -3 | 2 | 5 | 8 | .
CC1(C)Cc2c(c(N3CCOCC3)nc3sc(-c4ccc(C(=O)O)o4)c(N)c23)CO1 | 5 | -13 | 4 | -3 | 4 | -3 | 1 | -2 | 33 | 7
O=C(Nc1ccc(Cl)cc1)N1CCSC1=NCc1ccccc1 | 2 | -10 | 3 | -11 | 1 | 2 | -4 | 2 | -1 | 5
CC1=C(C(=O)OCC2CCCO2)C(c2coc3ccc(C)cc3c2=O)C2=C(CCCC2=O)N1 (centres undefined) | 4 | 0 | -2 | 1 | -2 | -7 | -1 | 3 | -5 | -2
O=C(COC(=O)Cc1ccccc1F)Nc1ccc2c(c1)OCO2 | 0 | 3 | -4 | 13 | 1 | 6 | 5 | 2 | 2 | 8
OCC1OCOC2C(CO)OCOC12 (centres undefined) | 6 | 0 | 1 | -1 | -10 | 7 | -5 | 2 | -1 | 1
Nc1ncc(-c2ccccc2)c(-c2ccc(O)cc2O)n1 | 1 | -5 | 3 | -3 | -4 | -13 | -8 | 2 | 0 | -2
CCOC(=O)[C@@]12CCCC3=C1N(CCC3)C(=O)[C@H]2CC(=O)N1CCN(C(=O)c2ccco2)CC1 | 6 | . | -1 | 8 | 0 | -9 | 6 | -8 | -2 | .
CCNC(=O)c1ccccc1-c1nc(-c2ccccc2)no1 | -5 | 5 | -3 | 0 | -4 | 18 | 4 | -2 | -1 | 2
COc1ccc(C)cc1NC(=O)c1ccc2c(c1)C(=O)N(Cc1ccncc1)C2=O | 4 | -5 | 1 | 0 | -6 | 2 | -4 | 0 | 1 | 0
Cc1ccc(-c2nc3ccccc3s2)cc1NC(=O)c1ccc2c(c1)OCO2 | 3 | -5 | 0 | -16 | 7 | 12 | 1 | 4 | 0 | 0
Cc1cccc(CNC(=O)c2ccccc2NC(=O)C2=CSCCO2)c1 | -18 | -4 | 3 | 0 | -1 | -7 | -5 | 4 | 3 | -1
C=CCNC(=S)NNC(=O)c1cc(C)nc2ccccc12 | -1 | 5 | -5 | 6 | 1 | 11 | 1 | -6 | 2 | 2
O=C(Cn1cnc2c(nnn2Cc2ccc(F)cc2)c1=O)Nc1ccccc1 | 6 | -9 | 4 | -1 | 1 | 1 | -1 | -2 | -2 | 5
CCOC(=O)c1c(S(=O)(=O)N2CCCC(C(=O)Nc3cccc(C)n3)C2)c(C)n(C)c1C (centres undefined) | 3 | 0 | 0 | 7 | 6 | -4 | 2 | 0 | -3 | -2
COc1cccc(NC(=O)CSc2nnc(-c3cccs3)n2C)c1 | -6 | 5 | -2 | 0 | -5 | 4 | 0 | 2 | -2 | -2

The list is partial; the hit share may differ from the screen's.
